Assay outcomes as filed in PubChem.
Cneo AK release: causes C. neoformans cell lysis; AID 651654; 0.2% of 360,000 active; lysis activity, % at 15 µM; adenylate kinase release luminescence, 4 h; normalised: neutral wells 0, clomiphene wells 100;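 active means mean lysis activity across replicates of at least 80%, whatever share of replicates individually reach that level; inactive means mean lysis activity below 80%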
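Material – Cryptococcus neoformans yeast cells · Quantity – 5 × 10^6 yeast cells/mL · Buffer or medium – YPD medium · Compound – single dose · Timing – 4 h static compound exposure, 37 °C, read 1 h post-reagent · Signal – adenylate kinase release luminescence · Read-out basis – lysis from increased AK signal · Benchmarks – Clomiphene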
E-sel inducer: E-selectin induction on HUVECs; P16581; HUVEC E-selectin immunofluorescence imaging; normalized: neutral wells 0, TNF-alpha wells 100; activation, % at 7.58 µM; 0.37% of 260,000 active; AID 686992;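 active means mean E-selectin-positive cell signal at least 10% of the positive control, reached in at least 60% of replicates, without over 20% cell loss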;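 further: in these data hits start at about 27%; measured in HUVEC primary endothelial cells; signal is the percent of cells scored E-selectin positive by PE staining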
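Assay system: HUVEC primary endothelial cells. Input: 3,000 HUVEC seeded per well. Doses: one compound dose added by pin transfer. Read-out basis: % PE-positive cells. Benchmarks: TNF-alpha high, DMSO low. Detection: immunofluorescence imaging. Buffer or medium: EGM-2, gelatin.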
miR122 inh: miR-122 inhibition in Huh7 cells; Huh7 miR-122 Renilla luciferase sensor, 48 h; neutral wells = 0, positive control = 100; activation (reporter increase), % at 12.5 µM; 0.3% of 340,000 active; AID 602342;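 active means mean replicate activation score at least 90 and every replicate individually at or above 90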;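 further: higher luciferase means less miR-122 activity so hits act as miR-122 inhibitors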
PglD inh: inhibitors of Campylobacter jejuni PglD acetyltransferase; purified PglD enzyme, DTNB colorimetric CoA detection; inhibition, % at 12.5 µM; 0.098% of 360,000 active; in the data active means inhibition above about 16%, passing the limit was not always enough; further: strong numbers were not always called active
RAD54 branch: RAD54 (human) branch migration inhibition. RAD54 Holliday junction branch migration, FAM/BHQ fluorescence. inhibition, % at 10.4 µM. 0.14% of 360,000 active. AID 602329;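 active means mean normalized replicate activity at least 40 and at least half of replicates scoring 40 or more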;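 further: 0% = median of neutral control wells and 100% = median of positive control wells; inhibitors cause a drop in the FAM fluorescence signal; in these data hits start at about 50%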
RAD52 inh: blocks human RAD52 DNA annealing; P43351; AID 651710; recombinant RAD52 DNA annealing, FRET fluorescence; inhibition, % at 18.7 µM; 0.46% of 360,000 active;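 active means every replicate showing at least 50% inhibition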
Target sequence (P43351 whole entry, looked up): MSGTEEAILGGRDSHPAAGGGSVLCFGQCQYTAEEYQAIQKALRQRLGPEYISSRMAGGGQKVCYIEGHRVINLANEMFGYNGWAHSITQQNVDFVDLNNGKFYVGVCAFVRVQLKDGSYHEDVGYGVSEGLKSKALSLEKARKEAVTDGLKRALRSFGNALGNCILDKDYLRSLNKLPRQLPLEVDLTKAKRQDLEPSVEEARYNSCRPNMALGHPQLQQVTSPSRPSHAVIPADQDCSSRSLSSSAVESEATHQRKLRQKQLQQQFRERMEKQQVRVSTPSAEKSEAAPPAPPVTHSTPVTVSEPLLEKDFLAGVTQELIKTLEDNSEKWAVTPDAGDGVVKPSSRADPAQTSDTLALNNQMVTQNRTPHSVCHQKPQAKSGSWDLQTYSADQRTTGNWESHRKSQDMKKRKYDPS
ERAP1 HTS inh: ERAP1 (human) enzyme inhibition; Q9NZ08; recombinant ERAP1, Leu-AMC fluorescence, 60 min; inhibition, % at 10.7 µM; 0.15% of 340,000 active; AID 652197;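 active means mean replicate inhibition of at least 30%, or all replicates individually reaching that 30% level; inactive means mean below 30% and not every replicate reaching it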;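 further: 0% = neutral control wells and 100% = L-leucinethiol positive control wells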
PGC1a acetyl inh: lowers PGC1a acetylation signal in U2OS cells; inhibition, % at 15.6 µM; 0.17% of 350,000 active; AID 651687; AlphaScreen anti-acetyl-lysine; with virally co-expressed GCN5 acetyltransferase;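 active means every replicate shows inhibition of at least 40%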;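 further: 0% = neutral control wells and 100% = positive control wells; some results beyond the cut were filed as inactive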
* hit, by the source's call; · = not tested or not shown; [ ] = another dose, or the depositor's remark.

SMILES	Cneo AK release	E-sel inducer	miR122 inh	PglD inh	RAD54 branch	RAD52 inh	ERAP1 HTS inh	PGC1a acetyl inh
CCSc1nc2c(c(=O)[nH]1)C(c1ccc(C)cc1)C1=C(CCCC1=O)N2 (configuration not stated)	·	10	·	·	·	9	4	-2
COc1cccc2cc(C(=O)N3CCCCCCC3)c(=O)oc12	-2	·	7	1	2	-3	-5	0
O=C(O)C1C2C=CC(C2)C1C(=O)Nc1cccc(C(=O)N2CCCCC2)c1 (configuration not stated)	1	·	-1	-5	-2	-7	-2	0
COc1ccccc1CNCc1ccc(OC)c(OC)c1OC	3	·	5	-1	-1	·	·	-1
Cc1ccc(C)c2nc3sc(C(=O)O)cc3cc12	·	·	-6	·	·	-32	14	-4
CCOc1cc(S(=O)(=O)NCCCn2ccnc2)ccc1Cl	-2	0.0	16	-3	6	2	1	11
COC(=O)C[C@H]1CC[C@H]2[C@H](COc3ccc(NC(=O)c4ccccc4F)cc3C(=O)N2C)O1	3	0.1	·	-2	-13	-2	0	·
COc1cccc(CNC(=O)CCC2CCCN(C(=O)c3cccc4c(C)c(C)[nH]c34)C2)c1 (configuration not stated)	·	0.1	·	·	·	-98	1	-3
N#C/C(=C\c1cccnc1)c1ccc([N+](=O)[O-])cc1	-2	·	11	-4	-3	-16	0	10
CCCCCCCNC(=O)C1(CC2CC(c3cccc(Br)c3)=NO2)CCN(C(=O)C2CCCC2)CC1 (configuration not stated)	0	-0.2	1	3	8	-17	8	-17
O=C(Nc1cccc(Cl)c1)N1C[C@H]2[C@@H](c3ccccc31)[C@@H](CO)N2C(=O)c1cccnc1	7	-0.2	-5[16.7 µM]	-1	-4	-9	-1	1
COc1ccc(OCC(=O)N(C)CC2COc3ccccc3O2)cc1 (configuration not stated)	-1	·	-5	-5	4	-11	1	4
COc1ccccc1-c1ccc2c(c1)O[C@H](CN(C)C(C)=O)[C@H](C)CN([C@H](C)CO)S2(=O)=O	-2	-0.4	40[16.7 µM]	-1	-6	6	0	-2
CC1=Nc2ccccc2/C1=C\c1nc(-c2ccc(C(F)(F)F)cc2)oc1O	-9	·	-1	4	-64	-26	1	1
COCC(=O)N1CCCCN2[C@H](CO)[C@H](c3ccc(-c4ccc(C)cc4)cc3)[C@@H]2C1	1	0.6	3[16.7 µM]	-6	1	-3	0	0

Of the compounds above, 2 contain fluorine.
SMILES	Cneo AK release	E-sel inducer	miR122 inh	PglD inh	RAD54 branch	RAD52 inh	ERAP1 HTS inh	PGC1a acetyl inh
COC(=O)C[C@H]1CC[C@H]2[C@H](COc3ccc(NC(=O)c4ccccc4F)cc3C(=O)N2C)O1	3	0.1	·	-2	-13	-2	0	·
CC1=Nc2ccccc2/C1=C\c1nc(-c2ccc(C(F)(F)F)cc2)oc1O	-9	·	-1	4	-64	-26	1	1

Rewritten with values under each structure: part of the list above.
The line under a structure holds: Cneo AK release	E-sel inducer	miR122 inh	PglD inh	RAD54 branch	RAD52 inh	ERAP1 HTS inh	PGC1a acetyl inh
> COC(=O)C[C@H]1CC[C@H]2[C@H](COc3ccc(NC(=O)c4ccccc4F)cc3C(=O)N2C)O1
→ 3	0.1	·	-2	-13	-2	0	·
> COc1cccc(CNC(=O)CCC2CCCN(C(=O)c3cccc4c(C)c(C)[nH]c34)C2)c1 (configuration not stated)
→ ·	0.1	·	·	·	-98	1	-3

Returning to the listing with the two entries that preceded the break.
SMILES	Cneo AK release	E-sel inducer	miR122 inh	PglD inh	RAD54 branch	RAD52 inh	ERAP1 HTS inh	PGC1a acetyl inh
CC1=Nc2ccccc2/C1=C\c1nc(-c2ccc(C(F)(F)F)cc2)oc1O	-9	·	-1	4	-64	-26	1	1
COCC(=O)N1CCCCN2[C@H](CO)[C@H](c3ccc(-c4ccc(C)cc4)cc3)[C@@H]2C1	1	0.6	3[16.7 µM]	-6	1	-3	0	0
Fc1ccc(CNc2ncccn2)cc1	3	·	5	6	-1	-9	3	0
COCCNC(=O)C[C@H]1CC[C@H]2[C@H](COc3ccc(NC(=O)C4CCCC4)cc3C(=O)N2C)O1	-3	0.0	-3[16.7 µM]	0	2	6	-2	2
CCCCCCNC(=O)O[C@H]1C[C@@H]2C(=O)N(c3ccccc3)C(=O)[C@@H]2[C@@H]2CN(S(=O)(=O)c3ccc(C)cc3)C[C@]12O	-5	0.2	-1	-9	-9	-137	-1	4
Cc1noc(C)c1S(=O)(=O)N(C)C[C@H]1Oc2ccc(N(C)C)cc2CC(=O)N([C@@H](C)CO)C[C@@H]1C	6	-0.1	-1[16.7 µM]	-2	-16	-3	·	33
c1ccc(CNc2ncnc3c2cnn3Cc2ccccc2)cc1	2	·	·	5	5	5	-2	3
Cc1ccc(-c2cnc3c(c2)C(=O)N([C@@H](C)CO)C[C@H](C)[C@H](CN(C)C(=O)c2ccccc2)O3)cc1	-1	0.9	4[16.7 µM]	-3	2	-10	-2	-3
CC12CCC(C(=O)N3CCOCC3)([C@H](Br)C1=O)C2(C)C (some centres not stated)	1	0.0	-1	6	-1	3	-2	16
O=C(c1cc(Br)ccc1Cl)N1CCN(c2ccc(N3CCOCC3)nn2)CC1	2	·	·	0	-4	-4	-7	-3
C[C@@H]1CCCCO[C@@H](CN(C)Cc2ccc3c(c2)OCO3)[C@H](C)CN([C@@H](C)CO)C(=O)c2cc(NS(=O)(=O)c3ccc(F)cc3)ccc2O1	15	·	-4[16.7 µM]	-3	-5	16	-1	1
CCCC#Cc1cnc2c(c1)C(=O)N([C@@H](C)CO)C[C@@H](C)[C@@H](CN(C)C(=O)Nc1cc(F)ccc1F)O2	-1	0.6	8[16.7 µM]	3	-11	-12	0	-6
CCOc1ccc(C2c3cc(OC)c(OC)cc3CC(=O)N2c2ccccc2)cc1 (configuration not stated)	-2	·	-8	8	-8	·	·	-8
CC(C)NC(=O)Nc1ccc2c(c1)C(=O)N([C@@H](C)CO)C[C@H](C)[C@@H](CN(C)Cc1ccc(Cl)c(Cl)c1)OCCCC[C@H](C)O2	3	·	0[16.7 µM]	0	-2	15	1	-5
Nc1nc2ccc(O)cc2s1	-6	-2.4	-5	·	-16	·	·	-4

Three compounds out of the list, ordered by heavy-atom count, ascending.
SMILES	Cneo AK release	E-sel inducer	miR122 inh	PglD inh	RAD54 branch	RAD52 inh	ERAP1 HTS inh	PGC1a acetyl inh
Nc1nc2ccc(O)cc2s1	-6	-2.4	-5	·	-16	·	·	-4
c1ccc(CNc2ncnc3c2cnn3Cc2ccccc2)cc1	2	·	·	5	5	5	-2	3
CCCCCCNC(=O)O[C@H]1C[C@@H]2C(=O)N(c3ccccc3)C(=O)[C@@H]2[C@@H]2CN(S(=O)(=O)c3ccc(C)cc3)C[C@]12O	-5	0.2	-1	-9	-9	-137	-1	4
